EPAC2 agonist = activates human EPAC2 exchange factor; 360,000 tested, 0.079% active; Q8WZA2; Potency, µM (top dose mostly 154 µM), for inactives: at the top dose activation, usual class: activators; EPAC2 activation, biochemical qHTS; response scale: 100% = 6.5 mM cAMP response; AID 720711; note: nearly all actives have a fitted effect of over 50% in size
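Setup: EPAC2 100 nM, labeled Rap1B complex 250 nM, free GDP 50 uM. Compound titrations pinned in, brief spin, 5 min room temperature incubation. Kinetic fluorescence read over 30 min, normalized to 6.5 mM cAMP.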
PTHR1 ag = PTHR1 (human) receptor agonism; HEK293 GP2 PTHR1 cells, GloSensor cAMP luminescence, 1 h; Q03431; AID 743266; Potency, µM (doses to about 115 µM), without a hit: at the highest dose activation, actives largely listed as activators; 410,000 tested, 0.075% active; note: nearly all actives have a fitted effect of over 55% in size; some results filed as inactive show a strong effect at the top dose; inactives centre near -15; many of its hits are not listed in these tables
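HEK-293-derived GP2 cells expressing PTHR1 and a GloSensor cAMP reporter, 3,000/well, plated overnight, given luciferin plus IBMX (each 0.5 mM as added) for 1 h at 37 °C, then compound for 1 h at 37 °C. Luminescence was read after 15 min at room temperature.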
EPAC1 ag = EPAC1 (human) agonism. AID 720707. EPAC1 agonist qHTS, biochemical assay; response scale: 100% = response to 6.5 mM cAMP. O95398. Potency, µM (titrated, usually from 154 µM), for inactives: top-dose activation, actives largely listed as activators. 360,000 tested, 0.073% active; note: nearly all actives have a fitted effect of over 60% in size
Target sequence (O95398 whole entry, looked up): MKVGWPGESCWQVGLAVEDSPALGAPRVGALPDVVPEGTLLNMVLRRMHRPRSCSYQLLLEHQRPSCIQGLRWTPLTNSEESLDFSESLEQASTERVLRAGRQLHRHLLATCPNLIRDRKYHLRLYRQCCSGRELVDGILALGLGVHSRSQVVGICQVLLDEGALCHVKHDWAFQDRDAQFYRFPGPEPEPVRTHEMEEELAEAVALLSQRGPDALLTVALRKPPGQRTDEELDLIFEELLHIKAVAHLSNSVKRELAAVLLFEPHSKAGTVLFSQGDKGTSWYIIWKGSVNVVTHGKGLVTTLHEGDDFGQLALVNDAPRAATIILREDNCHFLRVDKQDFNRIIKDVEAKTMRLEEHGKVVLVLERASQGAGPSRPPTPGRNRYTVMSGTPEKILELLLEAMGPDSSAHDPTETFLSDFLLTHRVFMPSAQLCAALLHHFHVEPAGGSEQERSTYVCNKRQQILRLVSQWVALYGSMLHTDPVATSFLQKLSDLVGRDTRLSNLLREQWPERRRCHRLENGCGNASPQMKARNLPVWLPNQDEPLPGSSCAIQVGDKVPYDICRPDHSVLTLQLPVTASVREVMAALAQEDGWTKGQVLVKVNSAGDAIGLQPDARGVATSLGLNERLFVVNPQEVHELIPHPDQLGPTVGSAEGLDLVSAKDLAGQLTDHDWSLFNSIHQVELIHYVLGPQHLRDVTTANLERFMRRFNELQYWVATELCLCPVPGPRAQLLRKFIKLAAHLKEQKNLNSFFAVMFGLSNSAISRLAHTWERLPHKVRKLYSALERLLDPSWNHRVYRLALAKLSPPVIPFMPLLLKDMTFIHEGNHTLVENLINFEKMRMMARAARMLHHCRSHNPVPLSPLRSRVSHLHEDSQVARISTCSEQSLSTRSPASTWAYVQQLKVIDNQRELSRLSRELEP
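Fluorescent GDP-exchange assay: 100 nM EPAC1 with 250 nM Rap1B preloaded with BODIPY-GDP and 50 uM GDP; compounds tested as concentration series, 5 min at room temperature, then read every 5 min for 30 min (ex 480/em 540 nm); normalized to 6.5 mM cAMP.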
EPAC2 antagonist = antagonists of human EPAC2; Q8WZA2; EPAC2 GEF exchange of Rap1B-BODIPY-GDP, fluorescence; Potency, µM (top dose mostly 114 µM), inactives show at the highest dose activity, negative = inhibition, usual class: inhibitors; 360,000 tested, 0.18% active; AID 720708; note: % is set by controls: 0 for no effect and ±100 for the full control effect; nearly all actives have a fitted effect of over 45% in size; many of its hits are not listed in these tables
FUS suppressor = FUS proteinopathy suppression in yeast; S. cerevisiae FUS-expressing, growth rescue, OD600, 24 h; Potency, µM (titrated, usually from 76.6 µM), for the others: at the top dose growth rescue (activation), usual class: activators; 390,000 tested, 0.24% active; AID 1347120;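 note: plate controls were DMSO vehicle for no effect and reference control for full effect; nearly all actives have a fitted effect of over 55% in size; some results filed as inactive show a strong effect at the top dose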
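Yeast FUS proteinopathy model; galactose-induced FUS (2%), starting OD 0.005. Cpds in dilution series, 24hr, 30C, 99% humidity. Abs 600 nm growth. Pos ctrl CP55940 (top 92uM final); neg ctrl DMSO.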
aSyn yeast inh = inhibitors of alpha-synuclein toxicity in yeast | Yeast expressing alpha-synuclein, growth rescue, BacTiter-Glo, 24 h | Potency, µM (titrated, usually from 46.1 µM), for the others: at the highest dose growth rescue (activation), most hits filed as activators | 370,000 tested, 0.14% active; note: % of control where 0% means no effect; nearly all actives have a fitted effect of over 65% in size
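Screening used galactose-induced yeast with toxic alpha-synuclein levels, exposed to compound for 24 hr at 30 deg C. Cell growth, read with BacTiter-Glo luminescence, gave the measured signal.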
TDP43 rescue = rescues yeast growth from TDP-43 toxicity | TDP-43 expressing yeast growth rescue, BacTiter-Glo, 24 h | Potency, µM (doses to about 46.1 µM), for inactives: at the highest dose growth rescue (activation), actives largely listed as activators | 410,000 tested, 1.8% active | AID 652104; note: % of control where 0% means no effect; nearly all actives have a fitted effect of over 50% in size
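Yeast cells expressing TDP-43 under galactose induction are exposed to compounds for 24 hr at 30 deg C. BacTiter-Glo luminescence measures growth, so protective compounds score as activators.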
EPAC1 antag = blocks human EPAC1 exchange factor; O95398; EPAC1 GEF assay, Rap1b-BODIPY-GDP exchange fluorescence; Potency, µM (top dose mostly 115 µM), inactives show at the top dose activity change, negative = inhibition, usual class: inhibitors; 360,000 tested, 0.14% active;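 note: plate controls were vehicle for no effect and positive control for full effect; nearly all actives have a fitted effect of over 50% in size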
An asterisk follows results filed as active; i = inactive; ? = inconclusive; . = not tested or not shown; [ ] = remark or other dose. Calls come from the whole dose curve; as a rule, active = well fitted curve in the direction sought with a large enough effect; inconclusive = small, poorly fitted or top-dose-only effect, or another doubt; inactive = no such curve, though single readings can be large; an effect the other way counts as inactive or inconclusive. Potency is the fitted concentration of half-maximal effect. This is a subset; the hit share may differ from the screen's.

The line under a structure holds: aSyn yeast inh, EPAC1 antag, PTHR1 ag, TDP43 rescue, EPAC2 agonist, EPAC2 antagonist, EPAC1 ag, FUS suppressor
C=CCNCc1ccccc1[N+](=O)[O-]
  -10.0%, -1.8%, i, 15.9%, 7.3%, 14.9%, -30.6%[inhibitor], -16.3%
COc1ccc(Nc2nc3ccccc3nc2NS(=O)(=O)c2cccs2)c(OC)c1
  -0.1%, 22.6%, -77.5%[inhibitor], -9.7%, -2.5%, 7.9%, -21.9%, 14.0%
COc1ccccc1NC(=O)N1CCN(c2ccccc2F)CC1
  -17.9%, -5.8%, i, ?, 4.0%, 0.5%, 5.0%, 10.1%
Cc1ccc(C)c(OCC(=O)O/N=C(\N)c2cccc([N+](=O)[O-])c2)c1
  -0.2%, -9.1%, -71.1%[inhibitor], -2.6%, -4.8%, -21.4%, 10.1%, 6.3%
Cc1ccc(Cn2cc(/C=N/Nc3ccc([N+](=O)[O-])cn3)c3ccccc32)cc1
  5.5%, -19.1%, -19.9%, -15.8%[0.397 µM], 4.4%, -18.4%, 8.1%, 18.5%
COc1ccc(-n2ccnc(SCC(=O)NCc3ccc(C)cc3)c2=O)cc1Cl
  2.2%, -8.3%, i, 14.8%, -15.1%, -17.2%, -5.0%, 6.0%
CCN(c1ccccc1)S(=O)(=O)c1ccc(Cl)c(NC(=O)CNC(C)c2ccccc2)c1 (configuration not stated)
  -7.6%, -11.7%, -20.9%, -17.8%, -1.6%, 12.4%, -5.1%, 6.1%
C=CCNC(=S)NNC(=O)c1ccc(Br)cc1
  0.2%, 7.6%, -1.9%, 0.0%, 3.9%, 12.2%, 0.6%, -18.3%
Cc1cccc(Nc2nc(N)c(C#N)c(CC#N)c2C#N)c1
  1.9%, -7.3%, -35.4%[inhibitor], 12.1%, -15.7%, 17.0%, -4.1%, 16.6%
Cc1c(Cc2ccccc2)c(NCCN(C)C)n2c(nc3ccccc32)c1C#N
  -18.2%, 2.7%, -6.9%, -3.1%, 3.4%, 9.3%, -4.4%, -12.3%
COc1ccc(-c2nnc(SCC(=O)Nc3ccccc3)n2C)cc1
  3.4%, 16.4%, 29.8%[57.5 µM], -5.9%, -1.3%, 4.0%, 6.8%, 20.2%
CCn1cc(C(=O)Nc2ccc(NC(=O)c3ccco3)cc2)c(=O)c2ccc(C)nc21
  -1.2%, ?, -54.3%[inhibitor], -10.3%, 6.0%, -18.7%, -1.8%, 35.9%
COc1cc(C2=NOC(C(=O)NC3CCCCC3)C2)cc(OC)c1OC (configuration not stated)
  1.3%, 3.6%, i, -9.3%, -1.7%, 0.8%, 4.9%, 21.5%
CCc1nn(CC(=O)Nc2ccc(Br)c(C)c2)c(=N)s1
  0.1%, 3.4%, -3.2%, 9.2%[9.22 µM], 21.3%, -11.4%, 1.4%, 2.3%
CCCCC(=O)NC(=S)Nc1ccc(NC(=O)C(C)C)c(OC)c1
  1.5%, 0.3%, -6.0%, 0.0%, -0.6%, -6.3%, -12.1%, 9.1%
CC(=O)Nc1ccc(S(=O)(=O)N(C)CC(=O)OCC(=O)N2CCc3ccccc32)cc1
  -11.0%, -3.9%, i, -0.4%, -1.3%, 10.0%, -14.0%, 12.5%
Cc1ccc(NC(=O)Nc2cc(Cl)ccc2C2COC(=O)C2=N)cc1 (configuration not stated)
  -4.5%, 4.0%, i, -6.1%, -2.3%, 20.5%, -5.4%, -24.6%
COc1ccc(C(CNC(=O)CN(C)S(=O)(=O)c2ccc(C)cc2)N2CCCC2)cc1 (configuration not stated)
  1.7%, 10.3%, i, -16.7%, -4.6%, 2.3%, -3.1%, 3.5%
C/C(=N\NC(=O)CCn1nnc2ccccc21)c1ccco1
  -15.8%, 15.0%, 3.0%, 0.0%, 6.5%, 1.0%, 0.8%, -4.0%
C=CCn1c(SC(F)F)nc2scc(-c3ccco3)c2c1=O
  11.2%, -5.3%, i, 15.6%, 8.4%, ?, -4.9%, 7.6%
Cc1ccccc1NC(=O)CS(=O)(=O)c1cn(CC(=O)N2CCOCC2)c2ccccc12
  3.8%, -3.0%, 8.0%, 13.4%, 6.4%, 7.4%, -0.3%, -2.5%
CCOC(=O)C1CCN(C(=O)c2ccccc2CCc2ccccc2)CC1
  12.4%, -1.5%, -28.4%, 28.1%, -6.0%, -14.9%, -2.0%, 11.9%
CN(C)CCCNc1c2c(nc3ccccc13)CCC2
  7.9%, 1.5%, i, 8.3%, -9.3%, 4.4%, -5.6%, -17.6%
Cc1ccc(S(=O)(=O)N2CCCC2)cc1C(=O)NC1CCCCC1
  -3.9%, -8.6%, i, ?, -0.7%, -3.3%, 3.5%, .
O=C(c1ccccc1)C(c1ccccc1)c1ccccc1
  -9.1%, 0.9%, i, 14.2%, 12.4%, ?, -8.0%, -12.4%
CCN1C(=O)c2cccc3c(S(=O)(=O)Nc4ccccc4OC)ccc1c23
  16.1%, -4.5%, -28.8%, -3.5%, 10.6%, -0.9%, -3.1%, 11.8%
CCOC(=O)Cn1cnc2c(nnn2-c2ccccc2)c1=O
  5.4%, -1.3%, -21.0%, 8.3%, -0.7%, -2.7%, -17.9%, -33.0%
ClCCn1cnc2c(SCc3ccccc3Cl)ncnc21
  6.0%, -8.6%, i, ?, 3.3%, ?, 20.7%, 31.9%
CCC(CC)NCC(O)COc1ccc(Br)cc1 (configuration not stated)
  -4.3%, -9.1%, i, 3.0%, 6.9%, 0.4%, -0.6%, -2.8%
CC(C)NC(=O)/C(C#N)=C\c1ccc(N(C)C)o1
  2.7%, -0.1%, -10.6%, -6.4%, 1.5%, -5.1%, -2.5%, -36.1%

Some of the entries so far, bar-delimited.
mol | aSyn yeast inh | EPAC1 antag | PTHR1 ag | TDP43 rescue | EPAC2 agonist | EPAC2 antagonist | EPAC1 ag | FUS suppressor
Cc1ccc(S(=O)(=O)N2CCCC2)cc1C(=O)NC1CCCCC1 | -3.9% | -8.6% | i | ? | -0.7% | -3.3% | 3.5% | .
O=C(c1ccccc1)C(c1ccccc1)c1ccccc1 | -9.1% | 0.9% | i | 14.2% | 12.4% | ? | -8.0% | -12.4%
CCN1C(=O)c2cccc3c(S(=O)(=O)Nc4ccccc4OC)ccc1c23 | 16.1% | -4.5% | -28.8% | -3.5% | 10.6% | -0.9% | -3.1% | 11.8%
CCOC(=O)Cn1cnc2c(nnn2-c2ccccc2)c1=O | 5.4% | -1.3% | -21.0% | 8.3% | -0.7% | -2.7% | -17.9% | -33.0%

Going on with the list:
The line under a structure holds: aSyn yeast inh, EPAC1 antag, PTHR1 ag, TDP43 rescue, EPAC2 agonist, EPAC2 antagonist, EPAC1 ag, FUS suppressor
CCOC(=O)C1=C(C)N(C)C(=S)NC1c1ccccc1 (configuration not stated)
  11.2%, 11.0%, -0.9%, 21.7%, -0.9%, 13.8%, 7.2%, 2.9%
N#Cc1c(C(F)(F)F)cc(-c2cccs2)nc1SCc1ccc(Cl)nc1
  19.0%, 14.4%, -10.0%[57.5 µM], -5.4%, -15.5%, 6.5%, -1.8%, 3.2%
COc1cccc(CN2CC(C(=O)N3CCN(c4ccc(Cl)cc4)CC3)CCC2=O)c1 (configuration not stated)
  -3.9%, -20.3%, -44.0%[inhibitor], -1.4%, 8.3%, 8.4%, ?, ?
O=C(Cc1cccs1)NCc1ccco1
  3.3%, 0.2%, i, 1.3%, -3.4%, 5.4%, 1.4%, 1.4%
CN(C)c1ccc(C(CNC(=O)c2ccccc2)c2c[nH]c3ccccc23)cc1 (configuration not stated)
  -1.1%, -15.4%, -29.4%, 3.4%, 23.8%, -15.1%, 2.5%, 11.2µM*
Cc1ccccc1-n1nnnc1SCC(=O)NCC1CCCO1 (configuration not stated)
  -2.9%, 14.8%, i, 0.2%, 6.7%, -2.5%, -5.4%, 2.5%
COc1ccc(OC)c(/C=N/n2c(C)nc3ccccc3c2=O)c1
  0.7%, 3.7%, i, 9.2%, 7.6%, 1.2%, 12.9%, -24.5%
CCCNC(=O)N1C[C@H](O)COC[C@H]2O[C@@H](CC(=O)N[C@@H]3CCN(Cc4ccccc4)C3)CC[C@@H]21
  -0.5%, ?, -6.2%, 21.7%, 1.3%, 4.0%, 2.0%, -7.6%
CCCOc1ccc(C(=O)N2CCCC2C(=O)O)cc1 (configuration not stated)
  -2.9%, -3.9%, -14.8%[57.5 µM], 1.4%, 14.2%, -0.2%, 11.7%, -17.4%
CCc1nnc(NC(=O)CCc2ccccc2OC)s1
  1.0%, -5.9%, 1.9%, -21.7%, 11.2%, 8.4%, -4.4%, -20.6%
Cc1ccc(N(CC(=O)NN=C2CCN(C)CC2)S(=O)(=O)c2ccc(C)cc2)cc1
  -8.7%, 3.5%, i, -7.0%, 8.2%, -0.5%, 5.5%, -4.3%
CCOc1ccc(C(=O)Nc2ccc(Cc3ccncc3)cc2)cc1Br
  14.6%, -13.5%, -14.8%, 0.0%, 6.8%, -18.6%, 10.2%, 13.5%
CCN(CC(=O)NCc1ccc(F)cc1)C(=O)CN1CCN(c2ccccc2OC)CC1
  -21.5%, -12.4%, 4.4%, -23.0%, 8.3%, 9.8%, -9.3%, 14.1%
CC(=O)c1cccc(CN2CCC(n3nccc3NC(=O)CCc3ccccc3)CC2)c1
  -4.3%, 5.0%, i, -0.8%, 6.5%, -12.6%, -13.1%, 13.1%
CSc1nc(O)c(/C=C2\C=Nc3ccccc32)[nH]1
  -13.9%, -6.1%, -9.8%, 18.2%, 3.3%, 6.6%, -9.4%, .
COc1ccc(OCC(O)CN(C2CCCCC2)C2CCCCC2)cc1 (configuration not stated)
  1.1%, -12.0%, -19.0%, 2.9%, 5.8%, -8.4%, 0.9%, 9.4%
COc1ccc(NS(=O)(=O)c2ccc(N3CCCC3)c(NC(=S)Nc3cccc(C)c3C)c2)cc1
  -12.8%, -4.6%, i, ?, 8.1%, -0.4%, -7.2%, .
Cc1nc2scc(-c3ccccc3)c2c(=O)n1/N=C/c1ccco1
  -0.1%, -7.9%, -3.6%[57.5 µM], 4.8%, -1.7%, -6.9%, -5.8%, 9.8%
